High-throughput results (PubChem BioAssay)
KDM5B inh – Primary screen for KDM5B Histone Demethylases FDH-coupled qHTS. Lysine-specific demethylase 5B (Homo sapiens), Q9UGL1. KDM5B demethylase, FDH-coupled NADH fluorescence (FDH is formaldehyde dehydrogenase). Potency, µM (titrated, usually from 57.7 µM), inactives show at the top dose activity change, negative = inhibition, actives largely listed as inhibitors. 220,000 tested, 2.6% active. AID 1347165, 2019; active means well fitted inhibition curve with a large enough effect; inconclusive means small, poorly fitted or top-dose-only effect; inactive means no such curve, though single readings can be large or run the other way; further: 0% is about no effect; nearly all actives have a fitted effect of over 70% in size
Target sequence (Q9UGL1 whole entry, looked up): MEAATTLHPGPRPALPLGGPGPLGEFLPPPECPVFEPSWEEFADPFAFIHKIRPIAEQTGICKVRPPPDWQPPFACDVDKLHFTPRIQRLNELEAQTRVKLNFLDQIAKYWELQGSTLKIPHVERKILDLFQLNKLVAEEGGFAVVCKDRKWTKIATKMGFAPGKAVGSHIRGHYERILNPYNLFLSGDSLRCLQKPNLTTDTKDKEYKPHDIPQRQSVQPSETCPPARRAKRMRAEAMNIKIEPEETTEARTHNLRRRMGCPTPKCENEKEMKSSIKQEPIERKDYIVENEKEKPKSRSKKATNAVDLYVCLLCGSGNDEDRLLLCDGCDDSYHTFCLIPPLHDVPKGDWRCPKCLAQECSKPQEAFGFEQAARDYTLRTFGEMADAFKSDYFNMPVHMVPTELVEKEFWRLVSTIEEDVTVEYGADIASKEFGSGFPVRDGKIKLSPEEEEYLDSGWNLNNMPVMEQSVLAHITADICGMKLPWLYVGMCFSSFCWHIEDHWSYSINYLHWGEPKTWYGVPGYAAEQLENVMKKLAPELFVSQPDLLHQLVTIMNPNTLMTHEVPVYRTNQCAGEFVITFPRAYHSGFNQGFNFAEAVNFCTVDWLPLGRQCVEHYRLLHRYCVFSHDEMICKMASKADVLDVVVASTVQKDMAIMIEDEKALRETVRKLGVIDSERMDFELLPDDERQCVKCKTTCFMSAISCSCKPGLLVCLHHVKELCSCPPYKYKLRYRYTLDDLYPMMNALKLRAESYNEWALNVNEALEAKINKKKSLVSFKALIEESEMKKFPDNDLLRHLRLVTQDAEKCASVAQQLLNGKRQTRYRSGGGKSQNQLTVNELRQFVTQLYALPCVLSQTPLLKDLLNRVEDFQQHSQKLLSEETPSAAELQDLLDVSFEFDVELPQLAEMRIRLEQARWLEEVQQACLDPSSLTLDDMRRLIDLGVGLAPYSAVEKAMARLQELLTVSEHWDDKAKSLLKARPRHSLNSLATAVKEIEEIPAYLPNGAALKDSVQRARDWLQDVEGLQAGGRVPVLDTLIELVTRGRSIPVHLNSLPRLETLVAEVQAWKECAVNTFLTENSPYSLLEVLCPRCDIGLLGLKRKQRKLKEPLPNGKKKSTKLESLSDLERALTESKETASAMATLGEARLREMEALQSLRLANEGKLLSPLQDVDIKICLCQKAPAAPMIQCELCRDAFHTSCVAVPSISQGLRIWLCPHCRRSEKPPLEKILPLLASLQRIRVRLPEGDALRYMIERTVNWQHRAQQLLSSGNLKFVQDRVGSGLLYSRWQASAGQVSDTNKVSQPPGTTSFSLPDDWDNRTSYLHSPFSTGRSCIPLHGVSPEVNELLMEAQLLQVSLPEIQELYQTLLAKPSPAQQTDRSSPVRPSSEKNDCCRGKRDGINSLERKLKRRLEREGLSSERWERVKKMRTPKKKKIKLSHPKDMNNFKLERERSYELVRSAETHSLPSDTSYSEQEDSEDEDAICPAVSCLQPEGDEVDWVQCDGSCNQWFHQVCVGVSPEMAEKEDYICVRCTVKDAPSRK
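Here, H3K4me3 peptide (12.5 µM in substrate mix) is demethylated by KDM5BΔAP, 200 nM final, after 10 min compound exposure. Formaldehyde product is coupled through FDH (0.25 U/mL in mix) to NADH fluorescence; 30-min ΔRFU feeds dose-response curves.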
The depositor's hits bear a star; ? = inconclusive; [ ] = remark or other dose. Potency means the concentration at half of the fitted maximal effect. This is a subset; count on the stated rates, not on these rows.

SMILES	KDM5B inh
CN(C)S(=O)(=O)N1C[C@@H](Oc2ccccc2)C[C@H]1C(=O)N1CCCC1	-1.0%
Nc1nc(Nc2ccc(Cl)c(Cl)c2)nc(-c2cc3ccccc3o2)n1	1.5%
C[C@@H]1CN(C(=O)c2ccc3c(c2)NC(C)(COCC2CC2)CO3)C[C@H](C)O1 (stereo partly specified)	-24.5%[86.2 µM]
O=C(Nc1ccc(F)cc1)N1CCC(O)(c2csc(CN3CCc4ccccc4C3)n2)CC1	12.1%
Cc1ccc2c(c1)N(CC(=O)NCCCN1CCCCC1C)C(=O)c1cccnc1O2 (stereo unspecified)	-5.8%
O=C(CCc1nnc(Cc2ccc3c(c2)OCO3)o1)N(CC1CCC1)CC1CCCO1 (stereo unspecified)	35.9%
O=C(N/N=C/c1ccc2nccnc2c1)c1ccccc1O	17.8%
COc1ccc2c(C)c(C(=O)N3CC[C@H](CO)[C@@H](O)C3)oc2c1	13.7%
CC(=O)NC1(C)CN(Cc2ccc(-c3ccc(Oc4ccccc4)cc3)s2)C1	?
CC(N=C1NS(=O)(=O)c2ccccc21)C(=O)NCCc1cccs1 (stereo unspecified)	6.4%
COc1ccc(C(=O)NCCn2cc(SCC(=O)Nc3ccccc3)c3ccccc32)cc1OC	?
Cn1cc([C@@H](NC(=O)c2ccc3c(c2)CCCC3)C2CC(O)C2)cn1 (stereo partly specified)	17.4%
C/C(=N\OCc1cccc(C(=O)O)c1)c1ccc(Cl)cc1	17.0%
Cc1ccc(C2Cn3nnc(C(=O)N4CCN(C(=O)c5ccccc5)CC4)c3CO2)cc1 (stereo unspecified)	-9.6%
CC(C)(O)C#Cc1ccc(C(=O)N2CCN(Cc3ccccc3)CC2)cc1	-18.1%
CN(Cc1ccc(F)cc1)c1cc(C(=O)N2CCOCC2)c2ccccc2n1	?
COc1ccccc1N(CC(=O)Nc1ccc(C)c(Cl)c1)S(=O)(=O)c1ccc(C)cc1	-6.9%
O=C(CC(c1ccccc1)c1ccccc1)Nc1ccc(Oc2ccccc2)cc1	9.8%
COCCn1c(=O)[nH]c2cc(C(=O)Nc3ccc(OC)cc3)ccc2c1=O	-31.5%
CN(C)S(=O)(=O)N1CCCN(S(=O)(=O)c2ccccc2)CCC(=O)NCC1	13.1%
CCc1cc(=O)n(CC(=O)NCc2ccc(OC)c(OC)c2)c(N2CCOCC2)n1	3.4%
O=C(NC1CCN(c2cc(-c3cccs3)[nH]n2)C1)c1cccc2[nH]ccc12 (stereo unspecified)	?
COCCCN1CC2(CCN(C(=O)CCCc3cccs3)CC2)CC1=O	-13.6%
COc1ccc(C(=O)N[C@@H]2CCC[C@@H]2C(=O)N2CCOCC2)cc1	18.0%
O=C1COc2ccc(Nc3ccc(Cl)cc3)nc2CN1Cc1nc2ccccc2s1	35.5µM*
CCNc1c(NC(=O)NCCCOC)c(=O)oc2ccccc12	0.7%
Clc1cccc(-c2nn3c(-c4ccc5ccccc5n4)nnc3s2)c1	-28.0%
O=C(CSc1ncnc2nc[nH]c12)Nc1cc(Cl)cc(Cl)c1	2.5%
Cc1ccc(NNC(=O)C2CCC2)cc1C	25.9%
COc1ccc(CNC(=O)C2CCC(CNS(=O)(=O)c3cccs3)CC2)cc1 (stereo unspecified)	-11.8%
Cc1nc(C(C)C)sc1C(=O)N1C[C@@H](C)[C@](O)(C2CCC2)C1	26.8%
COc1ccc(S(=O)(=O)NCCc2csc3nc(-c4ccc(Cl)cc4)nn23)cc1C	-16.5%
CC(=O)N1c2c(cc(Br)cc2S(=O)(=O)NCc2ccc(C)cc2)CC1C (stereo unspecified)	10.1%
COc1ccc(-c2noc(-c3cccn3CC(=O)Nc3cccc(Cl)c3C)n2)cc1F	-17.6%
O=C1Nc2ccc(-c3ccccc3F)cc2C(=O)N2C[C@H](O)C[C@@H]12	-0.4%[86.2 µM]
Cc1ccc(C2CCN(C(=S)NC(C)(C)C)C2)cc1 (stereo unspecified)	6.3%
COc1cc(-c2noc(-c3ccc(NCc4ccco4)c([N+](=O)[O-])c3)n2)cc(OC)c1OC	-20.6%
CCC(CC)NC(=O)CC1CCCN(c2cn[nH]c(=O)c2)C1 (stereo unspecified)	-10.9%
COc1ccc(C(=O)COC(=O)c2ccc(F)cc2F)c(OC)c1	14.5%
O=C(Nc1ccc(F)cc1Cl)Nc1ccccc1C(F)(F)F	10.1%
O=C(c1ccc(N2C(=O)CCS2(=O)=O)cc1Cl)N1CCCCC1	19.0%
CCCCCC(=O)N/N=C/c1cccc(Cl)c1	10.0%
COc1ccc(CN=C(C#N)C2=C(O)c3ccccc3C2=O)cc1	23.4%
O=C1NCCCCCCN(Cc2ccncc2)[C@@H]2CN(C(=O)Nc3ccccc3)CC[C@@H]12	?
O=C(c1cc2cc([N+](=O)[O-])ccc2oc1=O)N1CCN(c2ccccc2)CC1	8.0%

In the list so far, six have fluorine:
SMILES	KDM5B inh
O=C(Nc1ccc(F)cc1)N1CCC(O)(c2csc(CN3CCc4ccccc4C3)n2)CC1	12.1%
CN(Cc1ccc(F)cc1)c1cc(C(=O)N2CCOCC2)c2ccccc2n1	?
COc1ccc(-c2noc(-c3cccn3CC(=O)Nc3cccc(Cl)c3C)n2)cc1F	-17.6%
O=C1Nc2ccc(-c3ccccc3F)cc2C(=O)N2C[C@H](O)C[C@@H]12	-0.4%[86.2 µM]
COc1ccc(C(=O)COC(=O)c2ccc(F)cc2F)c(OC)c1	14.5%
O=C(Nc1ccc(F)cc1Cl)Nc1ccccc1C(F)(F)F	10.1%

Next compounds follow:
SMILES	KDM5B inh
CC(=O)c1cccc(N(CC(=O)NC2CCCCC2)C(=O)c2csnn2)c1	26.8%
O=C(Nc1ccccc1N1CCOCC1)c1cncc(Br)c1	12.1%
O=C(CCc1c[nH]c2ccccc12)N1CCC(N2C(=O)C(O)C23CCCCC3)CC1 (stereo unspecified)	-4.5%
Cc1ccc([C@@H]2CN(C(=O)CN3CCOC3=O)C[C@H]2NC(=O)C2CC2)cc1	-24.2%
COc1ccc(NC(=O)Cn2c(=O)c3ccccc3n3nncc23)cc1Cl	-6.1%
COCCN(Cc1cc2cc3c(cc2nc1Cl)OCO3)C(=O)c1cccc(C)c1	-6.5%
COc1ccc(C(C)=O)cc1CSc1ccccc1C(=O)O	14.3%
O=C([C@@H]1C[C@H](Oc2ccccc2)CN1C(=O)CCCc1ccccc1)N1CCOCC1	25.4%
O=C(NC[C@H]1OC[C@@H](NC2COC2)[C@@H]1O)c1ccncc1	-3.2%[86.2 µM]
CCOC(=O)CSc1nc2ccc(NC(=O)c3ccc(C)cc3)cc2s1	?
CCC(=O)Nc1ccc(C2(C(=O)NC(C)C)CCC2)cc1	18.8%
O=C(COc1ccccc1)Nc1nc2n(n1)C(c1ccc(Cl)cc1)CC(=O)N2 (stereo unspecified)	14.3%
CCCNC(=O)c1cn(-c2cccc(Cl)c2)nn1	8.0%
CC(C)c1ccc(NC(=O)CSC2=Nc3ccccc3C3=NC(CCC(=O)NCc4ccco4)C(=O)N23)cc1 (stereo unspecified)	-4.8%
Cc1ccc(F)cc1-n1nc(-c2c(C)nc3scc(CC(=O)N4CCOCC4)n3c2=O)cc1C	?
O=C(CCc1nc2ccccc2s1)N1CCN(C(=O)c2ccco2)CC1	-18.6%
Cc1noc(-c2cn(C3CCN(C(=O)Cc4ccc(Br)cc4)CC3)nn2)n1	-24.4%
COc1ncc(-c2n[nH]c3c2CC(=O)N(c2ccccc2)C3)cn1	-24.9%[86.2 µM]
CCC(CC)C(=O)N1CC[C@@H](CC(=O)O)[C@@H](CC2=NCCc3ccc(C)cc32)C1	?
Cc1ccc(C(=O)NCC(=O)NCC#Cc2cccc(C(F)(F)F)c2)cc1	-0.6%
Cc1c(Cc2ccccc2)c(=O)oc2cc(OS(C)(=O)=O)ccc12	10.3%
COC[C@@H]1CN(C(=O)c2occc2C)C[C@H]1c1ccncc1	-10.0%
N#Cc1cccc(COC(=O)c2ccc(N3CCOCC3)nc2)c1	16.5%
COc1ccc(-c2ccc(C(=O)O)cc2)cc1	?
N#Cc1ccc(N2CCC(C(=O)Nc3nc(C4CC4)cs3)CC2)nc1	10.4%
CCNc1c(NCC)c(=O)c1=O	0.3%
CCOc1ccc(OCC)c(NC(=O)c2cnn(-c3ccc(F)cc3)c2-n2cccc2)c1	?
Nc1nc(C2CC(NC(=O)c3cnn(Cc4ccccc4)c3)C2)cc(=O)[nH]1 (stereo unspecified)	-1.6%
N#Cc1cccc(C(=O)N2CC(F)(F)C[C@H]2c2nc(C3CC3)no2)c1	25.2%
CN(Cc1cccn1C)S(C)(=O)=O	3.4%[115 µM]

4 of the entries above in order of the KDM5B inh value, high to low:
canonical_smiles	KDM5B inh
O=C(c1ccc(N2C(=O)CCS2(=O)=O)cc1Cl)N1CCCCC1	19.0%
COc1ccc(C(=O)N[C@@H]2CCC[C@@H]2C(=O)N2CCOCC2)cc1	18.0%
CCc1cc(=O)n(CC(=O)NCc2ccc(OC)c(OC)c2)c(N2CCOCC2)n1	3.4%
CC(C)(O)C#Cc1ccc(C(=O)N2CCN(Cc3ccccc3)CC2)cc1	-18.1%

(listing goes on)
SMILES	KDM5B inh
O=C(CC1CCN(C(=O)Nc2ccccc2)C1)NC1CC1 (stereo unspecified)	22.4%
COc1ccccc1-c1cc2c(nc1-c1ccccc1)nc(C(=O)NCCN(C)C)n2C	31.6µM*
COCCNc1oc(-c2ccco2)nc1S(=O)(=O)c1ccc2c(c1)OCCO2	-4.0%
CC(=O)N1CCCN(C(=O)c2ccc3nc(Cc4cccc(Cl)c4)oc3c2)CC1	-1.8%
CCc1nonc1NC(=O)c1oc2ccc(F)cc2c1C	-9.2%
COc1ccc(-c2nnc(C[C@@H]3C[C@@H](C(C)C)[C@H](CNCc4ccco4)C=C3C)o2)cc1	13.8%
CC(=O)NCCNC(=O)CCCc1nnc2n(CC(C)C)c(=O)c3sccc3n12	?
O=C1N(CC2CCOCC2)CCOC12CCN([S+](=O)([O-])c1ccccc1)CC2	-4.0%[86.2 µM]
CCCCn1c(=O)[nH]c(=O)c2c1nc(CN1CCN(S(=O)(=O)c3ccccc3)CC1)n2C	16.1%
CC(C)(CN(CCO)CCO)NS(=O)(=O)c1ccccc1	-17.0%
CN(CC(=O)NC1(C#N)CCCC1)Cc1ccco1	-18.4%
O=C(CSc1ccccc1Cl)NC(=O)C1CCCCC1	9.8%
Cc1cccc(NC(=O)N2CC(C(=O)N(C)C)C3(CCOCC3)C2)c1 (stereo unspecified)	-5.8%
O=C(O)C1(c2ccccc2)CCN(S(=O)(=O)c2cccc(C(F)(F)F)c2)CC1	12.1%[115 µM]
CC(=O)C1=C(OC(=O)c2ccc(F)cc2)c2ccccc2S(=O)(=O)N1C(C)C	-26.6%
CCCn1nc2c(c1C)C(c1ccc(OCC(N)=O)c(Cl)c1)CC(=O)N2 (stereo unspecified)	14.2%
COc1ccc(S(=O)(=O)N2CCCCC2)cc1C(=O)NC1CCS(=O)(=O)C1 (stereo unspecified)	0.2%
C=CCNc1nc(C(=O)OCC(=O)Nc2ccccc2)cs1	0.2%
COc1ccccc1Oc1coc2cc(OC(=O)c3ccc(F)cc3)ccc2c1=O	-3.1%
CCN(CC)CC1CCN(C(=O)c2cccc(C#N)c2)CC1	12.7%
COC(=O)N/N=C/c1ccc(OCCCOc2ccc(Cl)cc2)cc1	0.6%
COc1cc(-c2nc3sccn3c2Nc2cccc(C)c2)ccc1O	?
C=C(C)CN1CCN(c2nc3c(c(=O)[nH]c(=O)n3C)n2Cc2cc(C)ccc2C)CC1	17.6%
CCC(=O)C(=O)NCc1cc2c(nc1OC)CN(CCc1ccccn1)C2=O	-3.2%
CCOc1ccccc1C1NC(=O)N(CC(=O)Nc2ccc(C)cc2)C2=C1C(=O)OC2 (stereo unspecified)	8.7%
COCC(=O)N[C@@H]1CCC[C@@H](C(=O)NC2CC2)CC(=O)N(C)C1	18.4%[86.2 µM]
CCOc1ccc(NC(=O)c2ccc3nc(C(C)C)oc3c2)cc1	-10.7%
Cc1[nH]c2ccccc2c1-c1csc(NC(=O)C2CC2)n1	-17.3%
CN(C)c1ccc(CNCC2(COc3ccc(S(C)(=O)=O)cc3)C[C@@H](O)[C@@H](O)C2)cc1 (stereo partly specified)	-22.6%
CN1CC(=O)Nc2cc(C(=O)O)ccc21	?

Among those listed so far, two contain a nitro group on carbon.
SMILES	KDM5B inh
COc1cc(-c2noc(-c3ccc(NCc4ccco4)c([N+](=O)[O-])c3)n2)cc(OC)c1OC	-20.6%
O=C(c1cc2cc([N+](=O)[O-])ccc2oc1=O)N1CCN(c2ccccc2)CC1	8.0%

Next part
SMILES	KDM5B inh
CCOc1cc(OCC)cc(C(=O)Nc2ccc(N3CCN(C(=O)c4ccccc4C)CC3)cc2)c1	2.7%
N#Cc1ccc(-c2c(-c3ccccc3)ncn2CCNc2cccnc2)cc1	28.2µM*
CC1CCN(c2ccc([N+](=O)[O-])c(SCCO)c2)CC1	-2.7%
CCOC(=O)CCNC(=O)N1CCCC(c2nc(C(C)C)no2)CCNC(=O)CC1 (stereo unspecified)	-8.5%
CCN(C(=O)CN1C(=O)c2ccc([N+](=O)[O-])cc2C1=O)C1CCCCC1	3.1%
COc1ccc(-n2nc(C3CCN(C(=O)c4ccccc4Cl)CC3)[nH]c2=O)cc1	28.3%
Cc1ccsc1C(=O)Oc1ccc(-c2ccc(C#N)cc2)cc1	-4.0%
O=C(N[C@H]1CCN2C(=O)c3ccc(Cl)cc3NC(=O)[C@H]12)c1cccs1	3.3%[86.2 µM]
Cc1ccc2c(CSc3nnc(NC4CCCCC4)s3)cc(=O)oc2c1	15.2%
O=C(Nc1ccc2c(c1)CCC2)c1ccc2ccccc2c1	?
Cc1ccccc1NC(=O)Cn1c(=O)n(CC2CCC(C(=O)NCCc3ccccc3)CC2)c(=O)c2ccccc21 (stereo unspecified)	3.6%
